# Screening data: PubChem BioAssay, several laboratories
# ABCB6 inh 2 – blocks the human ABCB6 transporter. 360,000 tested, 0.19% active. fluorescence ratio to DMSO, % at 10 µM. K562-ABCB6 porphyrin accumulation, flow cytometry, 1 h; active compounds read low;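 active means fluorescence ratio to DMSO below 75%, the collection mean minus 3 SD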;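 further: signal is porphyrin accumulated inside mitochondria; 100% equals median channel fluorescence of DMSO control wells; lower ratio means ABCB6 inhibition with less porphyrin fluorescence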
# ABHD5-PLIN5 inh – inhibitors of human ABHD5-perilipin-5 interaction; Q00G26+Q8WTS1; inhibition, % at 4 µM; 360,000 tested, 0.78% active; Split G. princeps luciferase complementation, luminescence, 4 h; AID 602281;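 active means inhibition above the mean inhibition across every tested compound plus 3 SD, cut at about 22% in these data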;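 further: 0% = DMSO only wells and the 100% control is not disclosed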
# CaV13 FRET inh – Disruptors of the CACNA1D IQ motif to Ca2+-dependent inactivation inhibitor domain association, primary screening, Förster resonance energy transfer in intact living … | 340,000 tested, 0.098% active | HEK cells, CFP/YFP FRET ICDI-IQ, plate reader, 10 min; percent FRET-ratio fall versus neutral wells | inhibition, % at 12.3 µM | AID 743397;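 active means mean replicate inhibition of at least 30% and at least 1% of replicates passing that level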;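 further: 0% = median of the neutral control wells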
# MC4R antag cAMP – human MC4R antagonism in cAMP assay. MC4R-expressing cells, MTII-stimulated cAMP, LANCE TR-FRET. inhibition, % at 6.5 µM. 360,000 tested, 0.48% active. AID 540295;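 active means inhibition above its plate's cutoff, the mean of tested wells on that plate plus 3 SD, cut at about 29% in these data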;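 further: 0% = Melanotan II alone and 100% = Melanotan II plus saturating MCL0020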
# Target sequence (P32245 whole entry, looked up): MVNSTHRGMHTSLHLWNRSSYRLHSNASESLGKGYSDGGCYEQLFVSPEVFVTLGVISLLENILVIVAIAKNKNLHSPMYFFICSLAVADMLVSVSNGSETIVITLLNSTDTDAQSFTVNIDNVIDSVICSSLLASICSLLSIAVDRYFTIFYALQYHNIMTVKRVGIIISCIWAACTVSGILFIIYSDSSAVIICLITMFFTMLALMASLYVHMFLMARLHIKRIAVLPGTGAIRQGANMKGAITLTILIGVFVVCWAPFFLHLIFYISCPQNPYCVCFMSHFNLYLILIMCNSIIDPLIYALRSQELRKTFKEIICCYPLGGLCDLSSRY
#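 System – human MC4R-expressing U2OS cells · Also added – Melanotan II · Dosing – one concentration, 6.5 µM nominal · Timing – 30-min compound, 1-h challenge, 1-h detection, room temperature · Measured by – Eu-cAMP/anti-cAMP TR-FRET, emission 671 nm · Replicates – singlicate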
# N-glyco inh – N-linked glycosylation inhibition; D54 ERlucT glycosylation luciferase reporter, 24 h; percent of 100 nM tunicamycin response; reporter increase, % at 12.5 µM; 360,000 tested, 0.23% active;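 active means mean luciferase reporter signal, scaled so untreated is 0 and the glycosylation-blocking control 100, at or above a set limit in every replicate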;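 further: luciferase carries N-glycosylation sites so blocking glycosylation raises the light; 0% = median of neutral control wells and 100% = median of 100 nM tunicamycin wells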
# PDI turbidity – blocks human protein disulfide isomerase activity; inhibition, % at 10 µM; 350,000 tested, 0.052% active; P07237; PDI insulin aggregation turbidity, A650, 90 min;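 active means mean inhibition across replicates of 30% or more, whatever share of single replicates reach that level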;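 further: absorbance from insulin aggregation driven by PDI reduction with DTT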
# Target sequence (P07237 whole entry, looked up): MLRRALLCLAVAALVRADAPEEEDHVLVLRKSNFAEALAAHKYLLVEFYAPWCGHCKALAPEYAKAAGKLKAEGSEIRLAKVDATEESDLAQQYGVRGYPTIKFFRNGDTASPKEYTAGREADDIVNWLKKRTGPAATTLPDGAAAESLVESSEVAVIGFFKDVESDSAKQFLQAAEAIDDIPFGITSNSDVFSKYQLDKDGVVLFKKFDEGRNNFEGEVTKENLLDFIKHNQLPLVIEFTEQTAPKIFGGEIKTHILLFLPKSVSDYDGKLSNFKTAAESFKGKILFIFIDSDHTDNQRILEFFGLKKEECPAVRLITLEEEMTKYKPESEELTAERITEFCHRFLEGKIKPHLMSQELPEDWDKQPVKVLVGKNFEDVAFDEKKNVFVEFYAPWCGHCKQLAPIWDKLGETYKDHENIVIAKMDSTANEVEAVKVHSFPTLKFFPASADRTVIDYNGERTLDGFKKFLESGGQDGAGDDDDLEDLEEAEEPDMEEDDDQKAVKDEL
# HTR2A ag – mouse HTR2A agonism via beta-arrestin recruitment | 360,000 tested, 0.66% active | AID 624169 | activation, % at 7.6 µM | CHO-K1 mHTR2A beta-arrestin complementation, luminescence; percent of 30 µM serotonin response | P35363;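 active means activation above a run cutoff, the mean activation of all tested compounds plus 3 SD, cut at about 14% in these data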;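 further: 0% = plate median of compound wells and 100% = 30 µM serotonin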
# Granule exo inh – blocks lytic granule exocytosis; inhibition, % at 10 µM; TALL-104 LAMP-1 surface exposure, flow cytometry; cells stimulated with thapsigargin and PMA; 360,000 tested, 0.66% active; AID 651702;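 active means inhibition above about 55%, limit read from the data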
# MC4R barr agon – human MC4R agonism via beta-arrestin | U2OS MC4R beta-arrestin complementation, luminescence; percent of melanotan II response, DMSO zero | activation, % at 8.9 µM | 360,000 tested, 0.98% active | AID 540308;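 active means activation above a per-plate cutoff, the mean activation of sample wells on that plate plus 3 SD, cut at about 8% in these data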
# Cardio protect – myocardial damage modulation in H9c2 cells | H9c2 cardiomyocytes, H2O2 injury protection, ATPLite, 2 h | protection from H2O2 cell death, % at 20 µM | 360,000 tested, 0.63% active;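 active means compounds giving at least 50% protection of heart cells from peroxide-induced death in the single-dose screen, raw or plate-pattern-corrected value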;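 further: 0% = DMSO wells with peroxide and 100% = DMSO wells without peroxide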
# * hit, by the source's call; / = no result given.
Structure | ABCB6 inh 2 | ABHD5-PLIN5 inh | CaV13 FRET inh | MC4R antag cAMP | N-glyco inh | PDI turbidity | HTR2A ag | Granule exo inh | MC4R barr agon | Cardio protect
COc1cccc(OCc2nnc(SCC(=O)N3c4ccccc4Sc4ccc(Cl)cc43)o2)c1 | 93 | -10 | -15 | -1 | -1 | 11 | -6 | -10 | -1.2 | -6
O=C(NNC(=O)c1cc([N+](=O)[O-])ccc1Cl)c1cccnc1 | 97 | 1 | -3 | 13 | 0 | -15 | 3 | -1 | -1.7 | 4
Cc1ccc(-n2c(Cc3cccn3C)nnc2SCC(=O)NCc2ccc3c(c2)OCO3)cc1 | 104 | 6 | -8 | 20 | -1 | 1 | -2 | -1 | 0.7 | 7
Cc1ccc2c(n1)CC(C)(C)C/C2=N\O | 91 | -3 | -8 | -4 | / | 9 | 7 | 5 | 2.0 | -1
Cn1c(COc2ccccc2)nnc1SCC(=O)NC1CCCC1 | 97 | 0 | -4 | 7 | 0 | 0 | -4 | -10 | -1.4 | 2
O=C(CN1CCN(Cc2ccccc2)CC1)NNC(=O)c1ccccc1 | 99 | 1 | -5 | 3 | 1 | -11 | 0 | -2 | -0.7 | -3
Oc1ccc(C[C@H]2CNC(=S)N2CC2CCCN2C[C@H](Cc2ccc(O)cc2)N2C[C@H](Cc3ccc(O)cc3)N(CC3CCCCCC3)C2=S)cc1 (some centres undefined) | 90 | 5 | -7 | 12 | -5 | 3 | -6 | 18 | -0.2 | -13
Cc1noc(C)c1COC(=O)C1CCN(S(=O)(=O)c2ccc(F)cc2)CC1 | 97 | 2 | -15 | 12 | 2 | -9 | 3 | 4 | 0.8 | 3
Cc1ccc(-c2csc(Nc3ccccn3)n2)cc1 | 97 | -8 | -4 | -1 | -19 | 2 | 0 | -2 | 0.7 | -22
COc1cccc(/C=C/C(=O)NCc2ccc3c(c2)OCO3)c1 | 88 | -6 | -4 | -4 | 1 | 19 | -8 | 5 | -0.7 | -4
Cc1ccc(S(=O)(=O)N2CN(Cc3ccco3)c3nc4ccccc4nc32)cc1C | 130 | 17 | -5 | 7 | -4 | 15 | 2 | -2 | -2.5 | 0
CNC(=S)Nc1cccc2[nH]ncc12 | 86 | 0 | -5 | 8 | 1 | 4 | -1 | 0 | -2.2 | -3
CC1CCN(C(=O)COc2ccc3ccccc3c2Br)CC1 | 99 | -3 | -3 | 14 | 0 | 2 | -9 | 0 | 0.8 | -9
O=C(Cn1nnc(N2CCCC2)n1)N/N=C/c1ccc(Cl)cc1 | 96 | 4 | 10 | 6 | 2 | 3 | 6 | -18 | 2.4 | 0
CC(=O)Nc1cc(C(F)(F)F)ccc1Oc1cccc(Br)c1 | 96 | 2 | / | 7 | 6 | -6 | -2 | -2 | 1.8 | -4
O=[N+]([O-])c1ccc(Nc2ccccc2)nc1 | 96 | -2 | 1 | 12 | 0 | 4 | 3 | 1 | -2.0 | 2
Cc1cc(F)ccc1C(O)c1ncc(-c2ccc3ccccc3c2)[nH]1 (centres undefined) | 84 | 1 | -5 | 7 | 0 | -6 | 0 | -7 | 1.2 | -16
CCOC(=O)c1ccc(N2CCCCC2)c(NS(=O)(=O)c2cccc(C(F)(F)F)c2)c1 | 94 | -7 | -4 | 12 | -8 | 0 | 0 | 53 | -2.7 | -8
COc1ccc2nc(/C=N/NC(=O)[C@@H]3CCCN3C(=O)OC(C)(C)C)ccc2c1 | 87 | -6 | -4 | -1 | -5 | -1 | 5 | 0 | -2.6 | -2
CC1(C)CC(NC(=O)c2ccccc2F)CC(C)(C)N1 | 100 | -3 | -20 | 17 | 3 | -1 | 2 | -4 | -0.4 | 1
CCN(Cc1ccncc1)C(=O)c1cc(COc2ccc(F)cc2Cl)on1 | 88 | 1 | -5 | 2 | -4 | -1 | -3 | -15 | -2.4 | -3
Cc1c(NC(=O)c2cnn3c2NC(c2ccccc2)CC3C(F)(F)F)c(=O)n(-c2ccccc2)n1C (centres undefined) | 100 | 2 | -5 | 11 | 1 | 10 | 2 | -2 | 1.6 | -2
Cc1cccc(C)c1C(O)c1ncc(-c2ccc(Cl)cc2)[nH]1 (centres undefined) | 101 | -5 | -7 | -3 | -2 | 1 | 10 | 0 | -0.4 | -8
COc1cccc(NC(=O)N2C3CCCC2CC(NC(=O)C(C)(C)C)C3)c1 (centres undefined) | 96 | 6 | -5 | 21 | -2 | 2 | 4 | -10 | -0.6 | 3
CC(C)(C)OC(=O)NCCCC[C@H](NC(=O)c1[nH]cnc1C(=O)N[C@@H](Cc1ccccc1)C(=O)OC(C)(C)C)C(=O)OC(C)(C)C | 92 | 6 | -10 | 20 | -6 | 3 | 4 | 17 | -2.8 | 3
Brc1ccc2c(c1)CN1CCCC1=N2 | 98 | 0 | -4 | 10 | -15 | -2 | 3 | -3 | -2.0 | 6
CCOC(=O)c1ccc(N/C=C\C(=O)c2cccc(OC)c2)cc1 | 95 | 1 | -11 | -6 | -2 | -9 | 2 | -2 | 9.4* | 1
CCCCCc1cc(=O)oc2c(C(CCN3CCCC3)c3ccc(N(C)C)cc3)c(OC)cc(OC)c12 (centres undefined) | 97 | 9 | -5 | 0 | -9 | 5 | -14 | -6 | 5.4 | -13
O=C1CC(c2ccccc2)C(C(=O)O)N1 (centres undefined) | 101 | 1 | -2 | 7 | 0 | / | 3 | -3 | -1.0 | -3
O=C1CCC(C(=O)Nc2cccc(C(F)(F)F)c2)N1 (centres undefined) | 99 | -2 | -9 | 3 | 0 | 3 | -2 | 0 | -1.3 | 1
CCCc1nc2ccccc2c(=O)n1/N=C/c1c(C)[nH]n(-c2ccc(C)cc2)c1=O | 92 | -4 | -6 | -6 | 2 | 9 | -1 | 2 | -2.4 | 26
Cc1nc(-c2ccc(Cl)cc2)sc1C1(C)CC(c2cccc([N+](=O)[O-])c2)=NO1 (centres undefined) | 103 | -1 | -6 | 11 | 0 | 0 | -5 | -9 | -0.9 | -11
Cc1nnc2sc(SCC(=O)N3CCc4ccccc43)nn2c1=O | 119 | 1 | -14 | 6 | 1 | -2 | 4 | -4 | -3.5 | -4
Cc1ccc(C)c(NCCCCC(=O)O)c1 | 100 | 1 | -7 | / | 2 | / | 0 | -2 | / | 7
CC(=O)Nc1cccc(-c2cc3c(c4c2ccn4C)C2CCC3O2)c1 (centres undefined) | 99 | 8 | / | / | 6 | / | 0 | 0 | / | 7
CN1CCOCCOCCN(C)C1=O | 100 | -2 | -4 | 1 | 2 | 9 | -1 | 2 | -3.2 | -8
COc1ccccc1CC(=O)NC1CCC(C)CC1 (centres undefined) | 93 | -2 | -8 | 2 | 0 | 9 | -3 | 1 | 1.3 | 6
CNc1nc2c(-c3ccc(Cl)cc3)nnn2c2ccccc12 | 100 | -1 | -3 | 15 | -7 | -1 | 1 | 17 | -0.2 | -9
Cc1cc(C)nc(/N=C(/NC(=O)c2ccccc2)Nc2ccccc2)n1 | 96 | 8 | -4 | -7 | -1 | -13 | 5 | 2 | 1.0 | -10
COc1cc(NC(=O)CCS(=O)(=O)c2ccc3nc(C)sc3c2)cc(OC)c1OC | 86 | -2 | -3 | 1 | -1 | -8 | 3 | 0 | 0.8 | -3
CCOc1ccc(S(=O)(=O)N(CC)CC(=O)N2CCCC2)cc1C | 95 | -3 | -18 | -1 | 2 | 5 | 4 | -2 | 2.1 | 6
COc1cccc(-c2nc(N3CCN(c4ccccc4)CC3)c3ccccc3n2)c1O | 98 | 3 | / | -1 | -2 | 2 | -1 | -4 | -0.6 | 24
CCCCOc1ccc(CSc2nncn2N)cc1 | 104 | -1 | -7 | 3 | -2 | 9 | -2 | 0 | 0.1 | -4
O=C(O)CCCC(=O)N1N=C(c2ccccc2)CC1c1ccc2c(c1)OCO2 (centres undefined) | 100 | -4 | -19 | 0 | 2 | -3 | -3 | 0 | -0.8 | 5
Cc1cc(C)cc(NS(=O)(=O)c2ccc3[nH]cc(C(=O)NCc4ccco4)c(=O)c3c2)c1 | 90 | 16 | / | -2 | 0 | 4 | -6 | 1 | 0.5 | 14
Cc1cnn(C(=S)NCCc2ccccc2)c1 | 100 | 1 | -9 | 12 | 2 | -4 | 6 | 1 | 1.6 | -2
Nc1ccc(-c2cc(-c3ccc(N)cc3)nc(-c3ccccc3)n2)cc1 | 101 | 9 | -4 | -3 | 2 | -10 | 0 | -1 | 4.7 | -4
CCOC(=O)N[C@H](Cc1c[nH]c2ccccc12)C(=O)NC1CC1 | 100 | 1 | -4 | 1 | -2 | 17 | 0 | -5 | -1.6 | 4
COc1ccc(N(Cc2cc3ccccc3[nH]c2=O)S(=O)(=O)c2ccc(OC)cc2)cc1 | 94 | -2 | -7 | -10 | 13 | 4 | -5 | 9 | -2.1 | 34
COc1ccc(-c2nnc(SCC(=O)Nc3ccc(Cl)cc3)n2C)cc1 | 98 | 4 | -9 | 2 | 4 | -2 | -2 | -2 | 1.2 | 1

# Part of the list above in a different format.
> Nc1ccc(-c2cc(-c3ccc(N)cc3)nc(-c3ccccc3)n2)cc1
  ABCB6 inh 2 = 101	ABHD5-PLIN5 inh = 9	CaV13 FRET inh = -4	MC4R antag cAMP = -3	N-glyco inh = 2	PDI turbidity = -10	HTR2A ag = 0	Granule exo inh = -1	MC4R barr agon = 4.7	Cardio protect = -4

> Cc1cc(C)nc(/N=C(/NC(=O)c2ccccc2)Nc2ccccc2)n1
  ABCB6 inh 2 = 96	ABHD5-PLIN5 inh = 8	CaV13 FRET inh = -4	MC4R antag cAMP = -7	N-glyco inh = -1	PDI turbidity = -13	HTR2A ag = 5	Granule exo inh = 2	MC4R barr agon = 1.0	Cardio protect = -10

> Cc1cnn(C(=S)NCCc2ccccc2)c1
  ABCB6 inh 2 = 100	ABHD5-PLIN5 inh = 1	CaV13 FRET inh = -9	MC4R antag cAMP = 12	N-glyco inh = 2	PDI turbidity = -4	HTR2A ag = 6	Granule exo inh = 1	MC4R barr agon = 1.6	Cardio protect = -2

> COc1cc(NC(=O)CCS(=O)(=O)c2ccc3nc(C)sc3c2)cc(OC)c1OC
  ABCB6 inh 2 = 86	ABHD5-PLIN5 inh = -2	CaV13 FRET inh = -3	MC4R antag cAMP = 1	N-glyco inh = -1	PDI turbidity = -8	HTR2A ag = 3	Granule exo inh = 0	MC4R barr agon = 0.8	Cardio protect = -3
